IMP-1 inh – inhibitors of Pseudomonas aeruginosa IMP-1 metallo-beta-lactamase | purified IMP-1, nitrocefin hydrolysis, epi-absorbance fluorescence | 0.45% of 290,000 active | AID 1556 | inhibition, % at 5.6 µM;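 active = inhibition above the mean plus 3 SD of all compounds in the same screening run, cut at about 4.5% in these data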;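 also: 0% = IMP-1 with DMSO and 100% = DMSO wells lacking enzyme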
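Assay system: purified recombinant IMP-1 beta-lactamase. Input: IMP-1 0.2 nM before substrate addition. Buffer or medium: Zinc- and detergent-supplemented HEPES buffer, pH 7.1. Schedule: 25 °C, 15 min preincubation, 25 min reaction. Signal: Epi-absorbance fluorescence, 480 nm excitation, 530 nm emission. Evaluation: percent inhibition from optical density relative to buffer-blank wells.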
IDE cell activ – IDE (human) activation, cell-based; AID 493087; 0.073% of 340,000 active; activation, % at 5.96 µM; HEK cells, FAbeta-B cleavage, fluorescence polarization; 0% vehicle, 100% cell-free pure enzyme wells; P14735;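 active = activation above the mean of all tested compounds plus 3 SD, set per screening campaign, cut at about 17% in these data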
UBC9 SUMO inh – blocks human SUMOylation mediated by UBC9. HTRF SUMOylation assay, SAE1/SAE2 + UBC9, in vitro. inhibition, % at 35 µM. 0.36% of 290,000 active. AID 2006; in the data active = inhibition above about 50%, passing the limit was not always enough; also: strong numbers were not always called active
Target sequence (P63279 whole entry, looked up): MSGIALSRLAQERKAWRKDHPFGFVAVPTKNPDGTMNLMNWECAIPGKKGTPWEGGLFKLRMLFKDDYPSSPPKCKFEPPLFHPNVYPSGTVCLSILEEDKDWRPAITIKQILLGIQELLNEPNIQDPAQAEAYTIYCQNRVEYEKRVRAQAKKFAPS
p-CIP stab down – lowers stability of the mouse p/CIP coactivator protein. F442A p/CIP-EGFP cells, EGFP fluorescence, 16 h. decrease of EGFP signal, % at 10 µM. 0.01% of 290,000 active. Q05BA5. AID 1984;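 active = EGFP signal decrease of at least 30% at 10 µM or well 3 SD below plate mean, unless failing retest; inactive = the rest, including hits failing retest or dose response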; also: some compounds called inactive have numbers as strong as hits; many of its hits are not listed in these tables
IDE cell inh – cellular human IDE inhibition; P14735; HEK cells, FAbetaB cleavage, fluorescence polarization; inhibition, % at 5.59 µM; 0.41% of 320,000 active; AID 434962;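 active = percent inhibition above the average of all tested compounds plus 3 SD, set per screening campaign, cut at about 16% in these data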;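 also: IDE supplied by intact live HEK cells; FP after avidin binding of uncleaved biotin substrate so inhibition keeps polarization high; 0% = DMSO wells and 100% = 60 µM reference IDE inhibitor Ii1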
NS3 helicase inh – inhibitors of Hepatitis C virus NS3 helicase. inhibition, % at 10.9 µM. NS3 helicase DNA unwinding, Cy5 molecular beacon fluorescence. 0.56% of 290,000 active;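 active = inhibition above the mean of all tested compounds plus 3 SD, set per campaign, cut at about 35% in these data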;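 also: 0% = DMSO wells and 100% = thioflavine S control wells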
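Control set: DMSO versus 110 µM thioflavine S; Material: NS3 helicase fragment of HCV; Measured by: Cy5 fluorescence at 0 and 60 min, beacon hairpin quenching; Read-out basis: percent inhibition from t60/t0 fluorescence ratio; Times: reaction time 60 min, 25 °C; Repeats: single replicate; Compound dosing: single dose, 10.9 µM nominal final, DMSO 0.8% final.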
FID counter – counter-screen for HCV NS3 helicase inhibitors: DNA intercalator displacement; DNA fluorescent intercalator displacement, fluorescence; inhibition, % at 7.9 µM; 0.17% of 290,000 active; AID 1845; in the data active = inhibition above about 37%;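 also: 0% = vehicle and 100% = reference compound; higher means more ethidium bromide displaced from hairpin DNA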
VIM-2 inhibitor – blocks Pseudomonas aeruginosa VIM-2 metallo-beta-lactamase | purified VIM-2, nitrocefin hydrolysis, epi-absorbance fluorescence | 0.89% of 290,000 active | inhibition, % at 5.6 µM | AID 1527;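 active = inhibition above the mean of all tested compounds plus 3 SD, cutoff set per screening run, cut at about 7.5% in these data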;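 also: red hydrolysis product quenches plate fluorescence so inhibitors raise well fluorescence; 0% = enzyme with DMSO and 100% = DMSO without enzyme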
PfM18AAP inh – PfM18AAP enzyme inhibition; 1.2% of 290,000 active; inhibition, % at 7.35 µM; AID 1822; recombinant PfM18AAP, H-Glu-NHMec fluorogenic cleavage;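 active = inhibition above the campaign mean inhibition over all tested compounds plus 3 SD, cut at about 28% in these data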;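 also: 0% = plate median of test compound wells and 100% = 2 mM ZnCl2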
An asterisk follows results filed as active; · = no result given.

The opening three entries, to show the layout:
Letter code: A = IMP-1 inh; B = IDE cell activ; C = UBC9 SUMO inh; D = p-CIP stab down; E = IDE cell inh; F = NS3 helicase inh; G = FID counter; H = VIM-2 inhibitor; I = PfM18AAP inh
O=C(O)CCSc1nnc(-c2ccccc2)n1-c1ccccc1
  A = -3.8	B = 3	C = 14	D = 2	E = 7	F = -1	G = -18	H = 0.3	I = 2

CCOC(=O)C1CCN(S(=O)(=O)c2ccccc2)CC1
  A = -2.1	B = -1	C = -5	D = -2	E = 2	F = 0	G = -4	H = -1.7	I = -3

COC(=O)/C=C(\C)NC(=O)c1cccs1
  A = -3.2	B = 1	C = -6	D = 0	E = 0	F = -1	G = -1	H = -4.0	I = -6

This part in full (from the top)
Letter code: A = IMP-1 inh; B = IDE cell activ; C = UBC9 SUMO inh; D = p-CIP stab down; E = IDE cell inh; F = NS3 helicase inh; G = FID counter; H = VIM-2 inhibitor; I = PfM18AAP inh
O=C(O)CCSc1nnc(-c2ccccc2)n1-c1ccccc1
  A = -3.8	B = 3	C = 14	D = 2	E = 7	F = -1	G = -18	H = 0.3	I = 2

CCOC(=O)C1CCN(S(=O)(=O)c2ccccc2)CC1
  A = -2.1	B = -1	C = -5	D = -2	E = 2	F = 0	G = -4	H = -1.7	I = -3

COC(=O)/C=C(\C)NC(=O)c1cccs1
  A = -3.2	B = 1	C = -6	D = 0	E = 0	F = -1	G = -1	H = -4.0	I = -6

O=[N+]([O-])c1c(NCCCO)cc(Sc2nc3ccccc3s2)c2nonc12
  A = -4.0	B = -45	C = 96	D = -5	E = 1	F = 2	G = 2	H = 0.0	I = -45

CC(C)c1cc(C(=O)N2CCCC(CCC(=O)N3CCN(c4ccccn4)CC3)C2)no1 (stereo unspecified)
  A = -2.0	B = 3	C = 18	D = -2	E = 7	F = 0	G = -38	H = 0.8	I = -14

CCOC(=O)c1c(NC(=O)CN2CCN(C(=O)c3ccco3)CC2)sc2c1CCCC2
  A = 0.1	B = 5	C = -66	D = 4	E = -2	F = 3	G = -10	H = 1.4	I = 1

Cc1oc2nc(SCC(=O)NCc3cccnc3)nc(N)c2c1C
  A = -2.4	B = 0	C = -7	D = -4	E = -1	F = 9	G = 0	H = -2.1	I = 1

O=C(CCn1c(SCC(=O)NCc2ccco2)nc2ccccc2c1=O)NCCc1ccccc1
  A = -1.1	B = 3	C = 37	D = -4	E = -7	F = 9	G = -31	H = -1.5	I = 1

Cn1c(=O)n(C)c2cc(S(=O)(=O)NCCOCCO)ccc21
  A = -1.9	B = 1	C = 15	D = 0	E = -5	F = 0	G = 1	H = -3.6	I = 6

Cc1c2cn[nH]c(=O)c2c(C)n1Cc1ccc(F)cc1
  A = -0.9	B = 3	C = -5	D = -13	E = -1	F = -9	G = -3	H = -1.3	I = 4

O=C(NCc1nnc2n1CCCCC2)c1ccc(Cl)cc1Cl
  A = -3.6	B = -2	C = 12	D = -8	E = 6	F = 5	G = -5	H = -4.4	I = 3

O=C(CCC(=O)N1CCN(S(=O)(=O)c2ccccc2)CC1)NC1CCCc2ccccc21 (stereo unspecified)
  A = -1.3	B = 1	C = 17	D = -1	E = -1	F = 6	G = -32	H = 0.7	I = 3

CCOc1ccccc1N1CCN(C(=O)c2cc(-c3cccnc3)nc3c(Cl)cccc23)CC1
  A = -3.2	B = 4	C = 0	D = 5	E = 0	F = -4	G = -11	H = -4.8	I = 1

COc1ccc(S(=O)(=O)Cc2ccc(C(=O)N3CCN(Cc4ccccc4)CC3)o2)cc1
  A = -2.5	B = 0	C = 14	D = -8	E = -2	F = -3	G = -14	H = -2.0	I = -2

CCOc1ccc2[nH]c(C(=O)N/N=C/c3ccc(OC)cc3)cc2c1
  A = -1.1	B = 1	C = 11	D = -13	E = ·	F = 1	G = -28	H = -3.6	I = 6

O=C(Nc1nnc(-c2ccccn2)o1)c1cccc(Cl)c1
  A = -2.5	B = 6	C = 15	D = -6	E = 2	F = 5	G = -15	H = -1.1	I = -21

COCCNC(=O)C(c1ccc(F)cc1)N(Cc1ccco1)C(=O)CCC(=O)Nc1ccccn1 (stereo unspecified)
  A = -1.2	B = -3	C = 3	D = -4	E = -1	F = 3	G = -29	H = -1.0	I = 3

Cc1cc(C)n(-c2ccc(C(=O)OCC(=O)Nc3ccccc3[N+](=O)[O-])cc2)n1
  A = -2.8	B = 3	C = -1	D = -19	E = 0	F = -4	G = -4	H = -1.4	I = 3

O=C1/C(=C/c2ccccn2)SC(=S)N1NS(=O)(=O)c1ccccc1
  A = -3.0	B = 1	C = 19	D = 2	E = 3	F = -4	G = -18	H = -3.5	I = 16

Nc1nc(-c2ccccc2)c(N=Nc2cccc3ccccc23)s1
  A = -8.6	B = 3	C = -12	D = 20	E = -2	F = -14	G = 20	H = -6.7	I = 14

COC(=O)c1ccccc1NC(=O)Cn1cnc2c(cnn2-c2ccc(C)c(C)c2)c1=O
  A = -0.8	B = ·	C = ·	D = ·	E = 0	F = -11	G = 0	H = -1.0	I = 0

C[C@H](NC(=O)[C@@H]1Cc2ccccc2CN1C(=O)OC(C)(C)C)C(=O)NCc1ccco1
  A = -2.0	B = 1	C = 6	D = -18	E = 2	F = 24	G = -52	H = -3.0	I = 8

Cn1c(CS(=O)Cc2c(Cl)cccc2Cl)nnc1SCc1ccc(Cl)cc1 (stereo unspecified)
  A = -0.7	B = 7	C = -6	D = -1	E = 6	F = 0	G = -26	H = -0.9	I = -3

COCC(C)OC(=O)C(C#N)c1nc2ccccc2nc1N1CCN(Cc2ccccc2)CC1 (stereo unspecified)
  A = -2.9	B = 9	C = 9	D = -5	E = 7	F = -10	G = 2	H = 2.4	I = -1

Cc1cc2oc(=O)cc(CN3CCCCC3C)c2cc1Cl (stereo unspecified)
  A = -1.6	B = -1	C = -4	D = -6	E = -1	F = -3	G = -10	H = -0.9	I = -5

O=C(Nc1ccc(Nc2ccccc2)cc1)c1ccc(F)cc1
  A = -1.8	B = -2	C = -15	D = 10	E = 7	F = -12	G = 1	H = -5.3	I = 11

CCOC(=O)N1CCN(S(=O)(=O)N2CCCC(C(=O)NCc3ccc(F)cc3)C2)CC1 (stereo unspecified)
  A = -4.0	B = 2	C = 0	D = 0	E = -2	F = 4	G = -40	H = -1.9	I = 2

Cc1ccc(S(=O)(=O)NCC(=O)N(CC(=O)NC2CCCC2)CC2CCCO2)cc1 (stereo unspecified)
  A = -4.5	B = -4	C = 4	D = -13	E = -2	F = 0	G = -29	H = -1.3	I = -8

COc1ccc(NC(=O)COC(=O)CCCOc2ccc(Cl)cc2Cl)cc1Cl
  A = -2.9	B = 2	C = -12	D = -3	E = 6	F = -13	G = 1	H = -2.0	I = 0

COc1cccc(NC(=S)NCCN2CCOCC2)c1
  A = -2.6	B = 1	C = -22	D = 13	E = -2	F = 4	G = -1	H = -1.9	I = -4

O=C1NCC2=C1C(c1ccc(Br)cc1)Nc1ccccc1N2 (stereo unspecified)
  A = -2.4	B = 2	C = -2	D = -1	E = -1	F = 7	G = -3	H = -0.7	I = -8

COc1ccc(-c2nnc(CSc3nc4ccccc4c(=O)n3CC3CCCO3)o2)cc1OC (stereo unspecified)
  A = -1.9	B = -3	C = 31	D = -8	E = -5	F = -5	G = -11	H = -2.8	I = -15

CCCN(CCC)S(=O)(=O)c1ccc(C(=O)Nc2cc3oc4ccccc4c3cc2OC)cc1
  A = -1.6	B = 5	C = 22	D = -1	E = 0	F = 3	G = -2	H = 0.8	I = -5

Cc1cc(C)nc(NC(=O)c2ccc(C)c(C)c2)n1
  A = -3.2	B = 1	C = 9	D = 3	E = -4	F = 4	G = -4	H = 1.1	I = 0

NC(=O)N/N=C/c1cccc(C(F)(F)F)c1
  A = -1.6	B = -2	C = -7	D = -11	E = 10	F = -4	G = 3	H = -6.1	I = -10

O=C(c1cccnc1)C1CCCN(Cc2nc(Cc3ccccc3F)no2)C1 (stereo unspecified)
  A = -3.0	B = 6	C = -3	D = -9	E = 0	F = -1	G = -18	H = -3.1	I = -9

O=C(Nc1ccccn1)c1ccc(=O)[nH]n1
  A = -6.5	B = -5	C = 11	D = -2	E = -2	F = 0	G = 17	H = -1.8	I = 0

Cc1ccccc1CNC(=O)CN(c1ccccc1Cl)S(C)(=O)=O
  A = -4.2	B = 1	C = -4	D = 6	E = 10	F = 10	G = -20	H = -1.1	I = -1

O=C(Nc1ncccn1)C1=C(O)c2ccccc2S(=O)(=O)N1Cc1ccccc1
  A = -1.5	B = 2	C = 22	D = -2	E = -2	F = -1	G = -15	H = -1.1	I = -7

CC1=NN(Cc2ccccc2)C(=O)C1C(c1ccc(Cl)cc1)C(C#N)C#N (stereo unspecified)
  A = -4.6	B = 5	C = -8	D = -6	E = 1	F = 10	G = -10	H = -1.8	I = 11

COc1ccc(C(=O)Cn2cc[n+](C)c2)cc1
  A = -0.5	B = 1	C = 8	D = 2	E = 0	F = -7	G = 2	H = -0.8	I = 1

CC(C)c1ccc(NC(=O)C2C3C=CC4(CN(Cc5cccnc5)C(=O)C24)O3)cc1 (stereo unspecified)
  A = -1.7	B = 2	C = 16	D = -8	E = -2	F = 4	G = -11	H = -1.9	I = -3

COc1ccc(CC(=O)Nc2c3c(nn2-c2cccc(C)c2C)CS(=O)C3)cc1OC (stereo unspecified)
  A = -2.9	B = 1	C = -20	D = -9	E = 3	F = -1	G = -8	H = -3.9	I = 3

COCCN(Cc1cc2cc3c(cc2nc1Cl)OCO3)C(C)=O
  A = -1.7	B = 0	C = 18	D = -14	E = 2	F = -17	G = -2	H = -1.0	I = 2

Cn1c(=O)c2c(nc(SCCN3CCOCC3)n2Cc2ccccc2Cl)n(C)c1=O
  A = -2.9	B = -3	C = 2	D = 6	E = 3	F = 3	G = -18	H = -0.6	I = -5

COc1ccc(CC2(CO)CCN(Cc3ccc4c(c3)CCO4)CC2)cc1
  A = -3.3	B = 7	C = -20	D = -6	E = 4	F = -2	G = 7	H = -1.3	I = 8

CCCOc1c(Br)cc(C2C3=C(CCCC3=O)N(CC)C3=C2C(=O)CCC3)cc1OC
  A = -3.0	B = -5	C = 10	D = 8	E = -7	F = 23	G = -37	H = -0.7	I = 6

O=C(c1c(F)cccc1F)N1CCN(c2cccc(C(F)(F)F)c2)CC1
  A = -3.3	B = 7	C = -28	D = -8	E = -6	F = 9	G = -22	H = -2.7	I = -1

Oc1c(Cl)cc(Cl)cc1/C=N/c1ncn[nH]1
  A = 12*	B = 4	C = 12	D = -12	E = 5	F = 17	G = -3	H = -1.5	I = 45*

COc1ccc(-c2nnc3ccc(SCC(=O)NCc4ccco4)nn23)cc1
  A = -2.0	B = 6	C = 10	D = 2	E = -4	F = 5	G = -4	H = -2.8	I = -1

CSc1ccccc1OCc1cc(C(=O)NCCN2CCCC(O)C2)no1 (stereo unspecified)
  A = 1.0	B = 1	C = 0	D = -11	E = -4	F = 6	G = 24	H = 4.8	I = 0

COc1cc(/C=N/OCC(=O)NC2CCS(=O)(=O)C2)ccc1OC(F)F (stereo unspecified)
  A = -1.2	B = 8	C = 8	D = -15	E = 3	F = 7	G = 0	H = -0.1	I = -1

Assay outcomes from PubChem.
